G9a inh: qHTS Assay for Inhibitors of Histone Lysine Methyltransferase G9a. 8.8% of 350,000 active. G9a H3K9 monomethylation, AlphaScreen, 2 h. Potency, µM (doses to about 102 µM), for inactives: top-dose activity, negative = inhibition, actives largely listed as inhibitors; note: % is set by controls: 0 for no effect and ±100 for the full control effect; nearly all actives have a fitted effect of over 75% in size
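Chemiluminescent proximity detection of H3K9 monomethylation, read after 10 min bead incubation in the dark. Reaction: 20 nM G9a, 500 nM biotin-H3K9 peptide, 20 uM SAM cofactor, 2 h, room temperature, following 15 min enzyme-compound preincubation.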
BLM inh: qHTS Assay for Inhibitors of Bloom's syndrome helicase (BLM); AID 2528, 2010; recombinant BLM DNA unwinding, fluorescence dequenching; RecQ-like DNA helicase BLM (Homo sapiens), P54132; 0.2% of 350,000 active; Potency, µM (titrated, usually from 56.1 µM), for inactives: top-dose activity change, negative = inhibition, usual class: inhibitors;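 note: plate controls were vehicle for no effect and no enzyme for full effect; nearly all actives have a fitted effect of over 35% in size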
APEX1 inh: qHTS Assay for Inhibitors of the Human Apurinic/apyrimidinic Endonuclease 1 (APE1); Potency, µM (doses to about 65.8 µM), for inactives: at the highest dose activity change, negative = inhibition, actives largely listed as inhibitors; 0.35% of 350,000 active; DNA repair nuclease/redox regulator APEX1 (Homo sapiens), P27695; recombinant APE1, TAMRA/BHQ-2 abasic DNA cleavage fluorescence;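 note: plate controls were vehicle for no effect and reference inhibitor for full effect; nearly all actives have a fitted effect of over 55% in size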
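Quantitative HTS: incision of a TAMRA/BHQ-2 double-stranded substrate bearing a tetrahydrofuran abasic site by 0.75 nM APE1 raises fluorescence. Substrate 50 nM final, added after 15 min compound preincubation at room temperature; progress as third-minus-first kinetic read difference.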
BAZ2B block: qHTS Assay for Inhibitors of BAZ2B. Potency, µM (series often up to 114 µM), inactives show at the highest dose activity change, negative = inhibition, most hits filed as inhibitors. AID 504333, 2011. Bromodomain adjacent to zinc finger domain protein 2B (Homo sapiens), Q9UIF8. 4.4% of 360,000 active. AlphaScreen BAZ2B-H3K14Ac peptide displacement; note: % is set by controls: 0 for no effect and ±100 for the full control effect; nearly all actives have a fitted effect of over 60% in size
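Compounds, titrated to a top concentration of 110 uM, were incubated 30 min at room temperature with preformed BAZ2B/acetyl-K14 H3 peptide complex (50 nM each). Proximity signal was measured by AlphaScreen after 20 min with beads.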
Pol beta inh: qHTS Assay for Inhibitors of DNA Polymerase Beta; Pol beta primer extension/strand displacement, fluorescence kinetic; 1.3% of 340,000 active; Potency, µM (highest dose often 114 µM), without a hit: at the top dose activity change, negative = inhibition, usual class: inhibitors; AID 485314, 2010; note: % is set by controls: 0 for no effect and ±100 for the full control effect
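Values derive from four-parameter Hill fits of normalized kinetic data: reads at 0 and 10 min following addition of 50 nM substrate to 10 nM Pol beta preincubated 15 min with compound.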
Pol kappa inh: qHTS for Inhibitors of Polymerase Kappa | 0.53% of 400,000 active | purified Pol kappa, fluorescent DNA synthesis assay, 10 min | Potency, µM (series often up to 107 µM), for inactives: top-dose activity, negative = inhibition, most hits filed as inhibitors | DNA polymerase kappa (Homo sapiens), Q9UBT6; note: % is set by controls: 0 for no effect and ±100 for the full control effect
Target sequence (Q9UBT6 whole entry, looked up): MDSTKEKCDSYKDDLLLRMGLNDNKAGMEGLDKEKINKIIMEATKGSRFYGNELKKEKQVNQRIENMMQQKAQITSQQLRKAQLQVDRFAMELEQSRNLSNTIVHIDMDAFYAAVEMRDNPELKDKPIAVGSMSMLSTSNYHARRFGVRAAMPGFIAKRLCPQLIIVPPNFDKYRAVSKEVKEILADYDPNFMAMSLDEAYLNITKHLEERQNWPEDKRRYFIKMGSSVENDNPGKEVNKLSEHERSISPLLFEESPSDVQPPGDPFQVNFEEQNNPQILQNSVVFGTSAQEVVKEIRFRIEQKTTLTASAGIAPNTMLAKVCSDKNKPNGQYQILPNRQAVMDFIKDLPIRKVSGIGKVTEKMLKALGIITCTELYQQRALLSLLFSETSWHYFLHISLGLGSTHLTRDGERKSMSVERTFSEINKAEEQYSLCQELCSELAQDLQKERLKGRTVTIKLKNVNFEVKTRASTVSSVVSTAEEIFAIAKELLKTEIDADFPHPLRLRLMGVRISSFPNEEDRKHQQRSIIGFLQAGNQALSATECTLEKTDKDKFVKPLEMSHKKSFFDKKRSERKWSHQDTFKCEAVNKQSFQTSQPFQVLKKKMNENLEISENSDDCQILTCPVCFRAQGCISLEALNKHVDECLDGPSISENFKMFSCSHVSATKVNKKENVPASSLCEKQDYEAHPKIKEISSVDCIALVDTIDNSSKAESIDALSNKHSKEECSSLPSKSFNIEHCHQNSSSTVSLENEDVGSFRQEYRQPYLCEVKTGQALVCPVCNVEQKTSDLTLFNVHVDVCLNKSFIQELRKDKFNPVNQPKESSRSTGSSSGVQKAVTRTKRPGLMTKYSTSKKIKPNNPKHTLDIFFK
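Kinetic fluorescence readout at 0 and 10 min followed reaction start with substrate at 50 nM final. Beforehand, enzyme (10 nM Pol kappa) stood 15 min with compound at room temperature; buffer-only wells were negative controls.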
Pol eta inh: qHTS for Inhibitors of Polymerase Eta; recombinant Pol eta, fluorescent DNA replication assay; Potency, µM (highest dose often 114 µM), without a hit: at the highest dose activity change, negative = inhibition, most hits filed as inhibitors; 1.2% of 390,000 active; AID 588591, 2011; note: % is set by controls: 0 for no effect and ±100 for the full control effect
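Pol eta at 10 nM preincubated with compounds 15 min at room temperature; reaction started with fluorescent substrate (50 nM final) and read kinetically at 0 and 10 min.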
POLI inh: qHTS for Inhibitors of Polymerase Iota. Pol iota fluorescent replication assay, 10 min. 1% of 390,000 active. AID 588590, 2011. Potency, µM (top dose mostly 115 µM), for inactives: top-dose activity, negative = inhibition, actives largely listed as inhibitors. DNA polymerase iota (Homo sapiens), Q9UNA4
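Fluorescent replication assay read twice, at 0 min and 10 min after adding 50 nM (final) substrate. Enzyme (10 nM) and compounds were first incubated 15 min at room temperature; enzyme-free buffer wells were negative controls.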
JMJD2A Tudor inh: qHTS Assay for Inhibitors of JMJD2A-Tudor Domain; Lysine-specific demethylase 4A (Homo sapiens), O75164; AlphaScreen JMJD2A-Tudor / H3K4me3 peptide binding; Potency, µM (doses to about 114 µM), for the others: at the top dose activity change, negative = inhibition, actives largely listed as inhibitors; 4.4% of 390,000 active; AID 504339, 2011; note: % is set by controls: 0 for no effect and ±100 for the full control effect; nearly all actives have a fitted effect of over 50% in size
* = called active by the depositor; ? = inconclusive; · = not tested or not shown; [ ] = another dose, or the depositor's remark. Calls come from the whole dose curve; as a rule, active = well fitted curve in the direction sought with a large enough effect; inconclusive = small, poorly fitted or top-dose-only effect, or another doubt; inactive = no such curve, though single readings can be large; an effect the other way counts as inactive or inconclusive. Potency is the fitted concentration of half-maximal effect. The list is partial; rates above refer to the full screens.

SMILES	G9a inh	BLM inh	APEX1 inh	BAZ2B block	Pol beta inh	Pol kappa inh	Pol eta inh	POLI inh	JMJD2A Tudor inh
CC12CCC3c4ccc(OCc5ccccc5)cc4CCC3C1CC(O)C2O (stereo not given)	-34%[2.33 µM]	-7%	-2%	·	·	-5%[60.1 µM]	·	·	·
O=C(Oc1oc(-c2ccco2)nc1C=Nc1ccccc1)c1ccco1	?	-4%	-2%	-5%	1%	-3%	-2%	-6%	-14%
CCC(C(=O)c1ccccc1)P(=O)(NN)c1ccccc1 (stereo not given)	·	-7%	-5%	3%	-20%	3%	-8%	86%[activator]	-9%
CCOc1ccc(NC(=O)c2ccc(CC)s2)c([N+](=O)[O-])c1	3%[12.7 µM]	-11%	3%	-35%	-6%	-4%	-10%	167%[activator]	-14%
Cc1nc(CN2CCN(S(=O)(=O)c3c(Cl)cc(Br)cc3Cl)CC2)cs1	22µM*	·	7%	79µM*	·	0%	-24%	-1%	35µM*
Cn1c(=O)c2c(nc(Cc3ccc(N)cc3)n2C)n(C)c1=O	3%	-4%	-1%	2%	29%	-2%	-2%	42%[activator]	-6%
COc1ccc(C2C(C(=O)OCC3CCCO3)=C(C)NC3=C2C(=O)CC(c2ccco2)C3)cc1O (stereo not given)	-17%	-19%	-2%	-11%[57.1 µM]	?	-35%	?	?	-20%[57.1 µM]
COc1ccc(NC(=O)c2ccc(NC(=O)c3nc4nc(C)cc(C)n4n3)cc2)cc1	35µM*	·	2%	35%	·	-6%	4%	-3%	-15%
Cc1cccc(NC(=O)Nc2ccc(S(N)(=O)=O)cc2)c1	-7%[59 µM]	-5%	0%	-4%	8%	1%	-15%	55%[activator]	?
CCc1ccc[n+](-c2[nH]c(=O)sc2/C=N/N=C(\N)[O-])c1	17%	-2%	-5%	-27%	-8%	3%	-9%	-10%	6%
O=C1CN(C(=O)Cc2ccc(F)cc2)C(c2ccccc2)c2cc(Br)ccc2N1 (stereo not given)	-46%[59 µM]	-11%	·	-10%	5%	-23%	-14%	4%	-25%
O=C(CN1C(=O)NC2(CCCC2)C1=O)Nc1ccccc1C(F)(F)F	4%	-4%	20%	-10%	31%	5%	-17%	8%	-2%
Cc1ccc(NC(=S)N2CCN(c3ncccn3)CC2)cc1C	31%[activator][59 µM]	3%	-3%	2%	0%	-15%	-5%	11%	-19%
O=C(Nc1cccc(-c2cccc(F)c2)c1)C1CCN(Cc2ccco2)CC1	-8%[0.501 µM]	2%	-15%	?	3%	2%	-15%	22%	-32%
COc1ccc(Br)c(C(=O)NCC2CCCCC2)c1	4%	1%	3%	12%	?	-8%	-19%	35%[activator]	-6%
O=C(O)C(c1ccccc1)N1C(=O)/C(=C/c2cccs2)SC1=S (stereo not given)	·	-4%	-2%	-10%	1%	0%	-8%	?	4µM*
COc1ccccc1NC(=O)Nc1cccc(NC(C)=O)c1	-9%	-5%	-2%	-1%	-22%	-2%	-15%	?	-14%
O=C(NC1CCSc2ccccc21)c1ccc([N+](=O)[O-])cc1 (stereo not given)	-11%	-5%	2%	-26%	-3%	-3%	-15%	7%	-15%
O=C(NC(=S)Nc1ccc(O)cc1)C1CCCC1	-3%[12.7 µM]	·	20%	-5%	·	-10%	-11%	-9%	-24%
Cc1cccc(Cn2c(SCc3ccc(C(=O)NCc4ccccc4F)cc3)nc3cccnc32)c1	-2%[59 µM]	-5%	·	-3%	10%	-6%	-7%	-14%	-21%
N#Cc1ccccc1NC(=O)COc1c(Br)cc(Br)c2cccnc12	17%[59 µM]	-12%	1%	5%	-18%	-13%	-24%	20%	-10%
COCC(C)NCc1cccc2ccccc12 (stereo not given)	32µM*	23%	5%	-37%	-6%	-13%	-6%	4%	32µM*
CNc1c(NC(=O)c2cc(OC)cc(OC)c2)c(=O)oc2ccccc12	15%[59 µM]	0%	·	2%	8%	20%	-17%	9%	-2%
Fc1cccc(CCN2CCNC[C@@H]2c2ccccc2)c1	4%[2.33 µM]	·	-7%	-2%	·	-16%	-9%	?	-22%
Cc1ccn2c(Nc3ccc4c(c3)OCO4)c(-c3ccc(N(C)C)cc3)nc2c1	2µM*	-4%	·	·	27%	4%	-22%	9%	?
Cc1ccc(C(=O)NCC(=O)OCc2c(F)cccc2Cl)cc1	0%	·	32%	-1%	·	0%	-14%	20%	-5%
COc1ccc(-c2c(C(C)=O)c(C)nc3sc4c(c23)NC(c2ccccc2)NC4=O)cc1 (stereo not given)	17%	-1%	0%	-22%	13%	-5%	1%	0%	-7%
Cc1ccc2c(c1)nnn2C1CCN(S(=O)(=O)c2ccc(C(=O)N(C)C3CCCCC3)cc2)CC1	56µM*	-3%	-3%	-3%	13%	-17%	-4%	9%	?
CCN(Cc1ccncc1)C(=O)CC1C(=O)NCCN1Cc1ccc(F)c(F)c1 (stereo not given)	?	2%	0%	-29%	-8%	8%[60.1 µM]	-11%	21%	-10%
COc1ccc(NC(=O)CN2CCCC2c2cccs2)cc1S(=O)(=O)N1CCCCC1 (stereo not given)	8%[59 µM]	·	8%	-3%	·	-4%	-5%	10%	-14%
CCOc1ccc(CN(C)C(=O)CNC(=O)C2CCCCC2)cc1OC	8%	-3%	-2%	-4%	16%	6%	-8%	22%	-1%
CCCCCCC(=O)Nc1nc(C)c(-c2csc(Nc3ccccc3OC)n2)s1	5%[59 µM]	-18%	-6%	?	14%	-6%	-8%	19%	?
COc1cc(S(=O)(=O)Nc2ccc(C)cc2)ccc1N=Cc1c(C)[nH]n(-c2ccccc2)c1=O	-86%[59 µM]	1%	8%	?	8%	-19%	-9%	-2%	?
O=C(c1ccco1)n1c(=S)nc2ccccn21	?	-7%	2%	6%	0%	-6%	-10%	21%	-27%
CC(=O)Nc1ccc(C2Nc3ccccc3C(=O)N2C2CCCCC2)cc1 (stereo not given)	-8%[59 µM]	0%	-1%	·	1%	-14%	-11%	49%[activator]	-9%
O=[N+]([O-])c1ccc(NCCNc2ccc(Cl)nn2)cc1	4%[59 µM]	-3%	2%	-3%	12%	-3%	-12%	20%	-15%
CC1(C)CC(=O)c2c(oc3c(Cl)cc(NS(=O)(=O)c4ccc(Br)cc4)cc23)C1	11%[59 µM]	-3%	·	-1%	2%	-14%	-19%	6%	-16%
C[N+](C)(C)c1ccc(/C=N/Nc2nc(Cl)c(C#N)c(Cl)c2Cl)cc1	?	55%[activator]	4%	50µM*	-14%	-1%	?	21%	32µM*
Clc1cccc(-c2nn3c(COc4ccccc4)nnc3s2)c1	27%	2%	1%	18%	10%	·	·	·	·
Cc1ccc2scc(N3CCc4ccccc4C3)c(=O)c2c1	?	-3%	·	-27%	3%	0%[60.1 µM]	-11%	-3%	-21%
Cc1ccc(C(=O)CN2C(=O)c3ccccc3S2(=O)=O)cc1	·	-3%	-1%	2%	27%	-1%	-20%	56%[activator]	-6%
c1ccc2nc3c(cc2c1)CCCCC3	·	-1%	6%	-3%	9%	5%	-13%	-4%	-31%[11.4 µM]
CCN(CC)Cc1c(CC(C)C)oc(C)c1C(=O)O	?	-4%	10%	-39%	31%	-12%	-22%	20%	-22%
O=[N+]([O-])c1ccc(S(=O)(=O)Nc2nc(-c3ccccc3)cs2)cc1	·	2%	6%	?	?	-25%	-1%	-11%	?
COc1ccc(OC2CCN(S(=O)(=O)c3ccc(F)cc3)CC2)cc1	39%	-7%	9%	0%	13%	-12%	1%	11%	-3%
CC(C)C(NC(=O)c1ccccc1)C(=O)OCC(=O)N1CCCCC1 (stereo not given)	5%[12.7 µM]	·	6%	-4%	·	-8%	-9%	-5%	-12%
COc1ccc(C(=O)NCCS(=O)(=O)NCc2ccco2)cc1	?	·	16%	-19%	·	-5%	?	?	-19%
O=C(O)c1ccccc1NC(=S)NC(=O)c1cccc2ccccc12	50µM*	1%	2%	?	9%	-21%	4%	-5%	-10%
O=C(NN=Cc1cc(Cl)ccc1[N+](=O)[O-])c1cccc2ccccc12	·	·	·	·	·	-4%	-17%	16%	-4%
COC(=O)c1c(F)c(F)c(N2CCOCC2)c(F)c1F	-3%[12.7 µM]	-1%	-4%	-5%	1%	-21%	-4%	17%	-12%

The listing continues.
SMILES	G9a inh	BLM inh	APEX1 inh	BAZ2B block	Pol beta inh	Pol kappa inh	Pol eta inh	POLI inh	JMJD2A Tudor inh
CC(NC(=O)c1cc(S(=O)(=O)N2CCCC2)ccc1Cl)c1ccccn1 (stereo not given)	-6%[2.33 µM]	·	5%	4%	·	5%	-9%	20%	0%
Cc1cccc(-n2nc3c(c2NC(=O)c2c(F)cccc2F)CS(=O)(=O)C3)c1C	11%[59 µM]	1%	49%	-1%	1%	-14%	1%	4%	-3%
CNCCC(=O)N1c2ccccc2CCc2ccc(NC(=O)OC)cc21	-45%	0%	3%	5%	20%	-9%	-7%	-12%	-13%
COc1ccc(C)cc1NC(=O)Cn1nc(N2CCN(c3ccccc3OC)CC2)ccc1=O	2%[59 µM]	-2%	·	?	-2%	-18%	-6%	?	?
COc1cc(/C=C/c2nc(C#N)c(NC3CCCCC3)o2)cc(OC)c1OC	-1%[59 µM]	-7%	·	?	2%	-23%	?	13%	-6%
COC(=O)c1ccc(COc2ccc(/C=N/NC(N)=S)cc2)o1	50µM*	-3%	-4%	-28%	-1%	6%	16%	-10%	-10%
